# PLAP act: activates human placental alkaline phosphatase; purified PLAP enzyme, luminescent substrate read-out; hits give high values; activation fold at 20 µM; 1.2% of 96,000 active; in the data active means activation fold above about 2
# Target sequence (P05187 whole entry, looked up): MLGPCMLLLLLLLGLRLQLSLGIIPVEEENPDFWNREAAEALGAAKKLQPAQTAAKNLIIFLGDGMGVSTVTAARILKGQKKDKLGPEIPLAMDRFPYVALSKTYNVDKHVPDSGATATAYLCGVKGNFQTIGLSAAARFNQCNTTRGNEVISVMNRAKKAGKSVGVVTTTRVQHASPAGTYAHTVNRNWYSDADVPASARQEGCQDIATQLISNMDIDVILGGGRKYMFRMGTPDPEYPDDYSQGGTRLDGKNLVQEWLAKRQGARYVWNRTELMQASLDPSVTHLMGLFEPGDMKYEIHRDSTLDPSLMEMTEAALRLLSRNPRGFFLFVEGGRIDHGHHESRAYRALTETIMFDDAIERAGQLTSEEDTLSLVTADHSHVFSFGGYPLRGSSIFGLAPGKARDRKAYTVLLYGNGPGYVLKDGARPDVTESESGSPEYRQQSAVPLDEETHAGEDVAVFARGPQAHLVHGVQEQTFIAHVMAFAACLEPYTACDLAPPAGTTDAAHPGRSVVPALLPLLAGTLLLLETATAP
# PostGolgi ctrl: growth of the yeast control strain, post-Golgi counter-screen | inhibition, % at 10 µM | 5% of 98,000 active | efflux-deficient yeast background strain, growth absorbance A615, 16 h
# sEH activator: soluble epoxide hydrolase (human) activation; P34913; purified human sEH enzymatic activity, activator screen; activation, % at 2 µM; 0.04% of 91,000 active; AID 717; in the data active means activation above about 37%; further: values of inactives mirror those of a sister screen read the other way
# S1P2 antag: blocks the human S1P2 receptor | inhibition, % at 5 µM | O95136 | cell-based S1P2 antagonist assay, inhibition at 5 uM | 0.21% of 97,000 active; in the data active means inhibition above about 45%;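 further: CRE beta-lactamase reporter cells expressing human S1P2 stimulated with S1P; 0% = agonist at EC80 alone and 100% = agonist plus reference antagonist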
# Target sequence (O95136 whole entry, looked up): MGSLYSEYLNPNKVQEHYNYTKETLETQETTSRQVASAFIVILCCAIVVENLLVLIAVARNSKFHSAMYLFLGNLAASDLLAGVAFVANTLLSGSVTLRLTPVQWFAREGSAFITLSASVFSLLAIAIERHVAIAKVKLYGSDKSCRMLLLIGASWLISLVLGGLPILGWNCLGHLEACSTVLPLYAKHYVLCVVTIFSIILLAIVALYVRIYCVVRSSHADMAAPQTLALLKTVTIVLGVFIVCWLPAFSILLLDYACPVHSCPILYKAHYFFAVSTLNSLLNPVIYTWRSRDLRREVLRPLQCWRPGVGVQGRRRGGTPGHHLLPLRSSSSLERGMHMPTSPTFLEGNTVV
# CD11b adhes inh: CD11b/CD18-fibrinogen binding inhibition; K562 CD11b/CD18 adhesion to fibrinogen, ATPlite luminescence; Mn2+ added to activate the integrin; 0.54% of 93,000 active; inhibition, % at 10 µM;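 active means primary inhibition of 50% or more at 10 µM, then 40% or more on retest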; further: some results filed as inactive read as strong as hits
# PostGolgi yeast: growth inhibition of a yeast mutant, post-Golgi transport screen; post-Golgi transport phenotypic cell assay; inhibition, % at 10 µM; 0.9% of 98,000 active; AID 739;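 further: yeast cells grown in 1536-well plates; yeast grown about 18 h at 30C before absorbance read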
# sEH inh: inhibitors of human soluble epoxide hydrolase; P34913; recombinant human sEH enzymatic activity assay; 0.34% of 91,000 active; inhibition, % at 2 µM; in the data active means inhibition above about 80%; further: values of inactives mirror those of a sister screen read the other way; many of its hits are not listed in these tables
# E coli WT exp: blocks growth of wild type E. coli BW25113; OD600 absorbance; 0.15% of 98,000 active; growth inhibition, % at 100 µM;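 active means growth inhibition above about 50% at one test dose, limit read from the data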;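 further: growth measured after 20 h incubation at 37 °C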
# S1P2 ag: S1P2 (human) receptor agonism; O95136; S1P2-expressing cell line, agonist reporter read-out; activation, % at 4.5 µM; 0.46% of 97,000 active; AID 729; in the data active means activation above about 16%;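 further: 0% = vehicle low control and 100% = maximal reference agonist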
# Starred values were filed as active, the others as inactive; · = not tested or not shown. Unless noted, no stated cut-off is given here; in the data, active means inhibition above about 30%; inactive means the rest.
SMILES,PLAP act,PostGolgi ctrl,sEH activator,S1P2 antag,CD11b adhes inh,PostGolgi yeast,sEH inh,E coli WT exp,S1P2 ag
COc1ccc(-n2cnc3c(cnn3CCC#N)c2=N)cc1,1.1,-1,3,9,8,-8,-3,4,-5
Cc1cc(C(F)F)n2nc(C(=O)Nc3cccnc3Cl)nc2n1,1.2,7,14,18,·,11,-12,6,-4
C=CCn1cc(Cl)c(=O)n(CC=C)c1=O,1,16,0,22,·,-4,1,3,-3
CCc1nnc(NC(=O)CSc2nc3c(c(=O)n2CC)SC(C)C3)s1 (stereo not drawn),1,12,·,·,5,18,·,0,·
CN(CC(=O)Nc1cccc2c1CCCC2)S(=O)(=O)c1ccc(Cl)cc1,0.9,-4,5,15,3,-6,-5,-7,-5
Cc1ccc(C(C)C)c(OCc2nnc3n2CCCCC3)c1,1.4,12,3,10,21,-5,-2,-4,-8
Cc1cnc(SCCc2ccncc2)nc1C,0.9,0,·,·,-22,1,·,2,·
CC(C)C(NS(=O)(=O)c1cccs1)C(=O)N(C)Cc1ccccc1 (stereo not drawn),1.2,9,-9,-3,9,3,6,7,-1
Cc1ccc(-c2nc3ccccc3o2)cc1NC(=S)NC(=O)c1cccs1,0.9,-2,-4,18,19,-3,6,-1,-2
Cc1nn(C)c(C)c1CN(C)C(=O)c1cc2n(n1)C(C(F)(F)F)CC(c1cccs1)N2 (stereo not drawn),1.3,9,7,15,·,1,-5,-10,-4
Cc1cccc(N2CCN(S(=O)(=O)c3ccc(S(=O)(=O)N4CCCC4)cc3)CC2)c1C,0.8,4,16,-11,-12,3,-20,-4,-3
Cc1nnc(SCC(=O)N2CCN(Cc3ccccc3)CC2)s1,1.3,11,3,18,-3,22,-6,2,-7
Cc1nc2c(-c3ccc(F)cc3)c(C)nn2c(C)c1CCC(=O)NCc1ccco1,0.9,18,-45,10,-14,-9,46,-10,-5
Cn1ncc(N)c1C(=O)Nc1cccc(C(F)(F)F)c1,0.9,3,·,·,-10,-3,·,-6,·
O=C(c1ccco1)c1nc2c(n1O)CCCCC2,0.9,0,17,-28,-17,-8,-20,2,-2
CCn1nnnc1SCC(=O)Nc1nc(C)c(C)s1,·,·,-14,-10,·,·,11,·,-1
O=C(NC1CCCCC1)c1nc2c(nnn2Cc2ccccc2Cl)c(=O)[nH]1,·,19,-5,25,·,-2,3,10,-6
CCn1c2ccccc2c2nc3ccccc3nc21,1.4,34*,-9,-36,-5,-4,8,0,19*
CCOC(=O)c1cc(-c2ccc(F)cc2)n(CC(=O)Nc2nccs2)c1C,·,·,12,10,·,·,-13,·,-9
CC(C)CC(=O)Nc1ccc(C(=O)NNC(=O)C(c2ccccc2)c2ccccc2)cc1,1.4,-2,-1,6,8,-5,3,-3,-13
Cc1ccc(C(C#N)c2ccc3c(C(F)(F)F)cc(C(F)(F)F)nc3n2)cc1 (stereo not drawn),0.9,13,-8,40,97,-2,8,-15,-7
CCc1cccc(C)c1N(C(=O)Cn1c(=O)[nH]c2ccccc21)C(C)COC (stereo not drawn),1.7,4,·,·,-10,3,·,4,·
CCOC(=O)N1CCN(C(=O)COc2ccc(Cl)cc2C)CC1,1,-2,13,-9,14,-1,-16,3,-8
COc1ccccc1NC(=O)CCn1cccc1,1.1,-2,8,-6,-4,-10,-4,2,-1
Nc1c(NCc2ccccc2)c2ccccc2oc1=O,0.8,9,1,22,-6,0,-1,6,-3

# Ordered by molar mass (rising): 16 of the compounds above
SMILES,PLAP act,PostGolgi ctrl,sEH activator,S1P2 antag,CD11b adhes inh,PostGolgi yeast,sEH inh,E coli WT exp,S1P2 ag
CCn1c2ccccc2c2nc3ccccc3nc21,1.4,34*,-9,-36,-5,-4,8,0,19*
Nc1c(NCc2ccccc2)c2ccccc2oc1=O,0.8,9,1,22,-6,0,-1,6,-3
Cn1ncc(N)c1C(=O)Nc1cccc(C(F)(F)F)c1,0.9,3,·,·,-10,-3,·,-6,·
COc1ccc(-n2cnc3c(cnn3CCC#N)c2=N)cc1,1.1,-1,3,9,8,-8,-3,4,-5
CCn1nnnc1SCC(=O)Nc1nc(C)c(C)s1,·,·,-14,-10,·,·,11,·,-1
Cc1ccc(C(C)C)c(OCc2nnc3n2CCCCC3)c1,1.4,12,3,10,21,-5,-2,-4,-8
Cc1cc(C(F)F)n2nc(C(=O)Nc3cccnc3Cl)nc2n1,1.2,7,14,18,·,11,-12,6,-4
CCOC(=O)N1CCN(C(=O)COc2ccc(Cl)cc2C)CC1,1,-2,13,-9,14,-1,-16,3,-8
CCc1cccc(C)c1N(C(=O)Cn1c(=O)[nH]c2ccccc21)C(C)COC (stereo not drawn),1.7,4,·,·,-10,3,·,4,·
O=C(NC1CCCCC1)c1nc2c(nnn2Cc2ccccc2Cl)c(=O)[nH]1,·,19,-5,25,·,-2,3,10,-6
Cc1ccc(-c2nc3ccccc3o2)cc1NC(=S)NC(=O)c1cccs1,0.9,-2,-4,18,19,-3,6,-1,-2
Cc1ccc(C(C#N)c2ccc3c(C(F)(F)F)cc(C(F)(F)F)nc3n2)cc1 (stereo not drawn),0.9,13,-8,40,97,-2,8,-15,-7
CCc1nnc(NC(=O)CSc2nc3c(c(=O)n2CC)SC(C)C3)s1 (stereo not drawn),1,12,·,·,5,18,·,0,·
Cc1nc2c(-c3ccc(F)cc3)c(C)nn2c(C)c1CCC(=O)NCc1ccco1,0.9,18,-45,10,-14,-9,46,-10,-5
CC(C)CC(=O)Nc1ccc(C(=O)NNC(=O)C(c2ccccc2)c2ccccc2)cc1,1.4,-2,-1,6,8,-5,3,-3,-13
Cc1nn(C)c(C)c1CN(C)C(=O)c1cc2n(n1)C(C(F)(F)F)CC(c1cccs1)N2 (stereo not drawn),1.3,9,7,15,·,1,-5,-10,-4

# Following part.
SMILES,PLAP act,PostGolgi ctrl,sEH activator,S1P2 antag,CD11b adhes inh,PostGolgi yeast,sEH inh,E coli WT exp,S1P2 ag
Cc1cc(Nc2nc3ccccc3nc2Cl)n(-c2ccc([N+](=O)[O-])cc2)n1,0.8,32*,9,-24,32,1,-7,-10,0
O=C(C1CC1)N1CCc2cc(Br)cc(S(=O)(=O)NCc3ccccn3)c21,1.5,14,·,·,1,21,·,7,·
COc1cccc(CNS(=O)(=O)/C=C/c2ccc3c(c2)OCO3)c1,0.8,4,·,13,-2,7,·,7,-4
CSc1sc(C(=O)O)c2c1C(=O)CCC2,0.9,7,0,-12,11,8,3,-2,-2
CCCCCCCCn1c(=O)c(C(=O)OCC)c(O)c2ccccc21,1.6,7,-2,-2,18,0,0,11,-6
CCN(CC)C(=O)c1cc(-c2ccc(Br)cc2)on1,1.1,9,6,29,-3,5,-5,5,0
O=C(Nc1ccc(N2CCOCC2)cc1)c1ccc(S(=O)(=O)N2CCCCC2)cc1,1,8,·,22,5,-7,·,1,-4
CC1=C(C)NC(=S)SC1,0.9,-3,2,7,9,-1,-2,-2,-2
O=C(CCC(=O)N1CCN(C2CCCCC2)CC1)Nc1nnc(C(F)(F)F)s1,1.6,-2,11,16,-3,-3,-9,3,-5
COc1ccc(C(=O)NC(NC(=S)Nc2ccc(S(N)(=O)=O)cc2)C(Cl)(Cl)Cl)cc1 (stereo not drawn),1.3,15,-6,23,-13,-2,6,16,-6
C=C(C)COc1ccc(-c2nc(N)nc(C)c2Oc2ccccc2OC)c(O)c1,1.4,25,-5,1,3,2,5,-2,-11
CCOC(=O)c1ccc(NC(=O)COC)cc1,0.8,-7,-7,-17,-46,-2,5,9,-6
Cc1nnc(SCC(=O)N2CCN(c3ccccc3)CC2)n1-c1ccccc1,1.1,2,-2,6,14,9,5,-2,-8
CC(=O)c1cccc(NC(=O)/C(=C\c2ccco2)NC(=O)c2cccs2)c1,0.9,-3,0,9,·,4,3,-7,-7
CCn1ncc(Br)c1C(=O)Nc1ccccc1C(=O)OC,·,·,-2,-18,·,·,3,·,-1
O=C(CSc1nnc(-c2ccccc2NC(=O)c2ccccc2)o1)OC1CCCCC1,·,·,-2,4,·,·,4,·,-7
COc1cc(CN2CCN(c3cccc(C)c3C)CC2)cc(OC)c1O,1.6,-2,·,·,-16,22,·,4,·
COCCCNc1nc(=S)[nH]c2cc(OC)c(OC)cc12,1,-5,-1,24,-11,2,2,7,-1
CC(=O)c1ccc(NC(=O)c2cnn3c(C(F)F)cc(C4CC4)nc23)cc1,·,·,16,-8,·,·,-13,·,-6
O=c1[nH]c2cc3c(cc2cc1C(c1nnnn1CC1CCCO1)N1CCCCCC1)OCCO3 (stereo not drawn),1.5,9,18,-25,-10,3,-21,2,-4
O=C(COC(=O)c1n[nH]c2ccccc12)NCc1ccccc1,2.2*,4,7,8,11,-4,-4,9,-7
CN1OC(COC(=O)c2ccc(Cl)cc2)CC1c1ccccc1 (stereo not drawn),1.3,13,0,3,3,-11,-1,-2,-6
NC(=O)c1cccc2c(=O)oc3ccccc3c12,1,3,-3,8,-5,1,3,1,-1
CC1CCN(CCCNC(=O)c2coc3nc4ccccc4nc23)CC1,1.7,2,6,-16,-19,16,-7,-5,-2
CC1(C)Cc2nc3[nH]c(=S)n(-c4ccccc4)c(=O)c3cc2CO1,·,·,11,8,·,·,-8,·,-3

# (list continues)
SMILES,PLAP act,PostGolgi ctrl,sEH activator,S1P2 antag,CD11b adhes inh,PostGolgi yeast,sEH inh,E coli WT exp,S1P2 ag
CC1CCN(c2nc3c(c(=O)[nH]c(=O)n3C)n2CCCc2ccccc2)CC1,1.3,31*,2,-10,-40,3,-4,6,1
O=C(CC1Oc2ccccc2NC1=O)NCCCN1CCCC1=O (stereo not drawn),1,4,·,5,-6,-22,·,-10,-6
COc1ccc(OCc2n[nH]c(=S)o2)cc1,1.4,1,-3,-1,7,1,1,-2,-4
Cn1c(=O)c2c(nc(NCc3ccco3)n2Cc2ccc(Cl)cc2Cl)n(C)c1=O,1.4,9,2,37,19,2,-4,-2,-5
CCCCn1c(SCC(=O)NCCOC)nc2ccc(N3CCOCC3)cc2c1=O,1.2,5,9,7,·,8,-10,6,-6
COc1ccc(NC(=O)CN2C(=O)C(C)Oc3ccccc32)c(OC)c1 (stereo not drawn),0.9,15,-3,6,-13,-1,2,-8,-6
c1ccc2c(-c3nc4ncccc4o3)cccc2c1,0.7,15,20,-18,-4,7,-20,6,-8
CC1CCCCN1Cc1ccc(-c2nn[nH]n2)cc1 (stereo not drawn),1,45*,-2,8,-31,1,4,-7,-2
O=C(OCc1csc(-c2ccccc2)n1)c1cccs1,0.8,5,-11,16,27,-8,12,11,-10
O=c1c2ccccc2n(Cc2cccc(F)c2)c(=O)n1C1CCCC1,0.8,40*,·,8,-14,10,·,-13,-5
CCCCSc1nnc(-c2ccc(NC(=O)CCc3ccccc3)cc2)n1C,·,·,1,-10,·,·,2,·,-5
CCn1c(SCC(=O)NCCOC)nc2sc3c(c2c1=O)CCCC3,1.4,-3,3,1,-5,1,-3,-1,-7
O=C(O)C1C2C=CC(C2)C1C(=O)Nc1cccc(C(=O)N2CCCCC2)c1 (stereo not drawn),1,-1,6,3,2,-9,-6,11,-1
Cc1ccc2c(c1)NC(=O)C(N1CCOCC1)(C(F)(F)F)O2 (stereo not drawn),1,1,-7,21,-13,-20,7,1,-8
O=C(c1cn(CC(=O)N2CCCC2)c2ccccc12)C1CCCCC1,1.7,12,-13,-1,0,6,12,-1,-7
CCCOc1ccc2c(=O)c(N3C(=O)c4ccccc4C3=O)c(C)oc2c1,0.9,-3,1,-7,·,-2,-1,6,-5
O=C1c2cccnc2C(O)N1Cc1ccco1 (stereo not drawn),1.1,6,·,1,0,8,·,-2,-5
CCOC(=O)CSc1nc2ccc(Nc3nc(N4CCOCC4)nc(N4CCOCC4)n3)cc2s1,·,·,6,-1,·,·,-4,·,-5
CC(C)C(c1nnnn1CC1CCCO1)N1CCN(Cc2ccc3c(c2)OCO3)CC1 (stereo not drawn),1.2,1,11,13,1,0,-11,-1,-3
COc1ccccc1CNC(=O)CCn1c(=O)oc2ccccc21,1,-2,-3,13,-10,-2,3,0,-1

# Screens from PubChem.
